Bioassay records: PubChem BioAssay, several laboratories
PDI inh: inhibitors of human protein disulfide isomerase; P07237; PDI insulin aggregation turbidity, A650, 90 min; inhibition, % at 10 µM; 350,000 tested, 0.052% active;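 active = mean inhibition across replicates of 30% or more, whatever share of single replicates reach that level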;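 note: absorbance from insulin aggregation driven by PDI reduction with DTT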
Target sequence (P07237 whole entry, looked up): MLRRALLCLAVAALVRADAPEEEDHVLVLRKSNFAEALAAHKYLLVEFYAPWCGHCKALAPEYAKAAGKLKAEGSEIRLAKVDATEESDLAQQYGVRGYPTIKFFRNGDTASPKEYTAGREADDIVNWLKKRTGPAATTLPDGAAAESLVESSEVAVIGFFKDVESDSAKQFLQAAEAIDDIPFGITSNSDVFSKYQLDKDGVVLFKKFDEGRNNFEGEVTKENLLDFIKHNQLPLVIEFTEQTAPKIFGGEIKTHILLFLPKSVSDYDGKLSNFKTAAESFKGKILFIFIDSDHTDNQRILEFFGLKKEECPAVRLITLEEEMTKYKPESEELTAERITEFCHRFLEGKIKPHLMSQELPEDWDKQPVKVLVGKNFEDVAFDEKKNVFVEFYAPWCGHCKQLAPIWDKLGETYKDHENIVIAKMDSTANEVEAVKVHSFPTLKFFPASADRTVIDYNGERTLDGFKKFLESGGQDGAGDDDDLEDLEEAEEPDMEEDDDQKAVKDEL
Glyco luc inh: blocks N-linked glycosylation in D54 reporter cells | D54 ERlucT glycosylation luciferase reporter, 24 h; percent of 100 nM tunicamycin response | reporter increase, % at 12.5 µM | 360,000 tested, 0.23% active | AID 588692;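 active = mean luciferase reporter signal, scaled so untreated is 0 and the glycosylation-blocking control 100, at or above a set limit in every replicate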;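 note: luciferase carries N-glycosylation sites so blocking glycosylation raises the light; 0% = median of neutral control wells and 100% = median of 100 nM tunicamycin wells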
MC4R ag barr: human MC4R agonism via beta-arrestin; P32245; U2OS MC4R beta-arrestin complementation, luminescence; percent of melanotan II response, DMSO zero; activation, % at 8.9 µM; 360,000 tested, 0.98% active;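 active = activation above a per-plate cutoff, the mean activation of sample wells on that plate plus 3 SD, cut at about 8% in these data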
Target sequence (P32245 whole entry, looked up): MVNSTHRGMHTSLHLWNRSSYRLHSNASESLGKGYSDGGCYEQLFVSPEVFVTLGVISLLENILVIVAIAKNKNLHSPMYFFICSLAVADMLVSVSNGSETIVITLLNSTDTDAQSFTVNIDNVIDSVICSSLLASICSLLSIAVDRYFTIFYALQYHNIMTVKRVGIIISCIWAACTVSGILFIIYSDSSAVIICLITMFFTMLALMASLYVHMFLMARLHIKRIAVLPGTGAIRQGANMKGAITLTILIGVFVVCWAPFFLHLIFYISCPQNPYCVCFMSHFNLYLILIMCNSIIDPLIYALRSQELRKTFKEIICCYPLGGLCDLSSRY
aDG glyco up: increases alpha dystroglycan glycosylation. Pro5-aDG cells, alpha-DG glycosylation AlphaScreen (IIH6); 0% Pro5, 100% B10-LARGE cell signal. activation, % at 10 µM. 360,000 tested, 0.22% active. AID 624168;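 active = activation of at least 8% versus controls, or a plate z-score of at least 8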;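 note: Pro5 are CHO cells carrying HIG-tagged alpha-DG that lacks glycosylation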
HTR2A ag: activates the mouse 5-HT2A serotonin receptor | P35363 | CHO-K1 mHTR2A beta-arrestin complementation, luminescence; percent of 30 µM serotonin response | activation, % at 7.6 µM | 360,000 tested, 0.66% active;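 active = activation above a run cutoff, the mean activation of all tested compounds plus 3 SD, cut at about 14% in these data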;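 note: 0% = plate median of compound wells and 100% = 30 µM serotonin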
H9c2 protect: protects H9c2 cardiomyocytes from peroxide injury; H2O2 injury protection, ATPLite, 2 h; 360,000 tested, 0.63% active; protection from H2O2 cell death, % at 20 µM;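 active = compounds giving at least 50% protection of heart cells from peroxide-induced death in the single-dose screen, raw or plate-pattern-corrected value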;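 note: 0% = DMSO wells with peroxide and 100% = DMSO wells without peroxide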
ABCB6 inh MLPCN: inhibitors of human ABC transporter ABCB6. Q9NP58. K562-ABCB6 porphyrin accumulation, flow cytometry, 1 h; hits give low values. fluorescence ratio to DMSO, % at 10 µM. 360,000 tested, 0.19% active. AID 602162;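 active = fluorescence ratio to DMSO below 75%, the collection mean minus 3 SD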;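 note: signal is porphyrin accumulated inside mitochondria; 100% equals median channel fluorescence of DMSO control wells; lower ratio means ABCB6 inhibition with less porphyrin fluorescence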
CaV13 FRET inh: Disruptors of the CACNA1D IQ motif to Ca2+-dependent inactivation inhibitor domain association, primary screening, Förster resonance energy transfer in intact living …; HEK cells, CFP/YFP FRET ICDI-IQ, plate reader, 10 min; percent FRET-ratio fall versus neutral wells; inhibition, % at 12.3 µM; 340,000 tested, 0.098% active; AID 743397;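 active = mean replicate inhibition of at least 30% and at least 1% of replicates passing that level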;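 note: 0% = median of the neutral control wells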
MC4R antag cAMP: human MC4R antagonism in cAMP assay. P32245. MC4R-expressing cells, MTII-stimulated cAMP, LANCE TR-FRET. inhibition, % at 6.5 µM. 360,000 tested, 0.48% active. AID 540295;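 active = inhibition above its plate's cutoff, the mean of tested wells on that plate plus 3 SD, cut at about 29% in these data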;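 note: 0% = Melanotan II alone and 100% = Melanotan II plus saturating MCL0020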
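system = U2OS cells with stable human MC4R expression | also added = Melanotan II challenge after compound preincubation | dosing = one concentration, 6.5 µM nominal | incubation = compound 30 min, challenge 1 h, detection 1 h | measured by = TR-FRET with Eu-cAMP and labeled anti-cAMP, 671 nm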
Vif imaging: HIV Vif inhibition; HEK293T cells, Vif self-association by quenched fluorescence, imaging, 24 h; 340,000 tested, 0.35% active; inhibition, % at 7.49 µM; AID 602346; in the data active = inhibition above about 50%, passing the limit was not always enough; note: some results filed as inactive read as strong as hits
* = called active by the depositor; nt = not tested or not shown.

SMILES	PDI inh	Glyco luc inh	MC4R ag barr	aDG glyco up	HTR2A ag	H9c2 protect	ABCB6 inh MLPCN	CaV13 FRET inh	MC4R antag cAMP	Vif imaging
CC(Oc1cccc(Cl)c1)C(=O)Nc1ccc(S(=O)(=O)Nc2ncccn2)cc1 (centres undefined)	-3	1	-1.6	-0.2	7	-1	105	-5	7	-4
O=C(O)Cn1nnc(-c2ccccc2)c1COc1ccccc1	-2	2	-0.4	0.0	0	6	99	-5	-2	8
CC(=O)C1=C(C)NC(=O)CC1c1ccc(Br)cc1 (centres undefined)	7	3	-1.9	-0.3	1	17	98	-4	2	1
O=C(Nc1ccc(-c2cn3ccccc3n2)cc1)c1ccc(Cl)cc1	4	-1	1.2	0.0	-3	-9	92	nt	8	2
O=C(NCCc1ccc(Cl)cc1)c1ccc(OCC2CCCO2)cc1 (centres undefined)	7	-1	0.7	0.0	-3	1	99	-8	8	0
CCC(=O)N1CCc2cc(S(=O)(=O)CCC(=O)Nc3ccc(C(C)=O)cc3)ccc21	10	2	0.0	0.0	2	3	93	-4	-19	-9
CC(=O)c1c(C(C)=O)c(C)n(Cc2ccccc2)c1C	-6	-1	-0.1	0.0	2	-2	98	-5	0	-9
O=c1c2c(-c3ccco3)csc2nc(SCc2cn3cccnc3n2)n1-c1ccccc1	10	4	-2.9	-0.4	0	23	98	nt	4	nt
C/C=C(/C)C(=O)O[C@@H]1[C@H](OC(C)=O)c2c(ccc3ccc(=O)oc23)OC1(C)C	4	-3	0.0	-0.3	-10	4	95	-10	-31	0
O=C(/C=C/c1cccc([N+](=O)[O-])c1)N1CCN(c2ccccn2)CC1	-3	0	-2.1	-0.3	-3	-2	99	-6	4	16
O=C(COc1ccccc1)NC(=S)N1CCc2ccccc21	-1	3	-1.0	-0.1	-2	2	100	-2	8	6
COC(=O)c1cccc(NC(=O)c2cccc(OC)c2)c1	2	4	-1.8	0.1	-2	-5	88	-4	-2	nt
CCOC(=O)C1CCN(c2cc(=O)n(Cc3ccc(F)cc3)c(=O)[nH]2)CC1	nt	4	1.0	-0.2	4	-2	98	-5	14	-2
[O-][n+]1c2c(c3c4non(O)c4ccc31)CCCC2	3	3	-0.8	-0.1	4	-23	96	-8	0	-2
CC(C)OCCCNCc1cccs1	-7	2	-1.0	-0.1	-4	-1	94	-5	-1	-18
Cc1ccc(CN2C(=O)C[C@@H](NC(=O)OCC3c4ccccc4-c4ccccc43)C/C=C\C2c2ccc(C)cc2)cc1 (some centres undefined)	-3	0	1.4	0.6	-8	-2	106	-6	17	-5
CCCCNC(=S)NNC(=O)c1ccco1	-2	-1	2.0	0.0	2	5	91	-6	4	-3
Cc1ccc(C(C(=O)NC2CCCC2)N(C(=O)c2csnn2)C2CC2)cc1 (centres undefined)	-12	3	-0.5	0.1	3	-1	96	-2	11	1
CCOc1ccc(CN(C)C(=O)CNC(=O)Cc2cccc3ccccc23)cc1	9	-2	0.2	-0.1	6	-11	100	-4	15	-4
O=C(CSc1oc(-c2ccco2)nc1S(=O)(=O)c1ccc(Cl)cc1)NCC1CCCO1 (centres undefined)	4	-1	-3.4	-0.2	-4	3	102	-5	16	13
COc1ccc(N2C(=O)CC2(C#N)c2ccc(OCc3ccccc3)cc2)cc1 (centres undefined)	0	1	1.8	-0.2	4	5	105	-4	14	-1
Cc1cc2ccccc2n1CCNC(=O)Cc1ccccc1	nt	-2	-1.7	-0.1	-1	2	102	-4	7	26
COc1ccc(NC(=O)CN(C)C(=O)c2c(-c3c(F)cccc3Cl)noc2C)cc1	-2	2	-3.6	0.3	1	-1	104	-6	-2	-14
COc1ccc2c(c1)c(C(=O)CN1CCN(Cc3ccccc3)CC1)c(C)n2C	-4	1	0.3	0.2	-12	1	108	-5	11	5
CC(/C=N/NC(=O)CNc1n[nH]c(=O)[nH]c1=O)c1ccccc1 (centres undefined)	2	1	-1.8	0.1	1	1	97	-15	18	2
Other records
SMILES	PDI inh	Glyco luc inh	MC4R ag barr	aDG glyco up	HTR2A ag	H9c2 protect	ABCB6 inh MLPCN	CaV13 FRET inh	MC4R antag cAMP	Vif imaging
C/C(=N\NC(=O)c1ccc(Cn2cc(Br)cn2)o1)c1cccc(NC(=O)C(C)C)c1	-33	0	7.7	-0.1	2	31	96	-7	-7	2
O=C(O)CNc1nc(-c2ccccc2)c2cc([N+](=O)[O-])ccc2n1	-3	2	-1.7	0.0	-5	-2	91	-6	0	-2
CC1(C)Cc2ccccc2-c2nnc(C(F)(F)F)n21	-5	-1	1.4	0.1	6	3	99	-14	-2	8
O=C(CNCc1ccc(Cl)cc1)Nc1cc(S(=O)(=O)N2CCCC2)ccc1Cl	1	0	-0.9	0.3	-9	-2	94	-6	5	1
COc1ccc(-n2c(C)n[nH]c2=O)cc1	1	-1	-2.5	-0.4	1	10	97	-8	0	24
Cc1ccc(-n2c(SCC(=O)Nc3ccc4cn[nH]c4c3)nnc2-c2ccco2)cc1	-5	-2	-0.6	-0.1	-4	10	101	-6	9	38
CC(C)(C)C1CCC(=O)N2CCC[C@]2(c2ccccc2)C1 (some centres undefined)	nt	nt	nt	0.0	0	nt	88	-2	nt	nt
O=C(CN1CCCCCC1)Nc1ccc(Br)cc1Br	-4	1	0.4	0.3	3	-13	92	-5	6	-2
O=C(Cc1ccccc1)Nc1cccc(N2CCCC2)c1	-1	0	-0.8	0.9	-2	-8	106	-11	1	-3
COc1ccc2nc(NC(=O)CSc3nnc(N)s3)sc2c1	11	-1	-0.9	-0.1	-1	2	107	-5	2	-3
OC(c1ccccc1)(c1nc(-c2cc(F)cc(F)c2)cs1)C(F)(F)F (centres undefined)	4	3	1.3	0.3	-1	-15	96	-11	10	-9
Cc1noc(C)c1C(=O)NCc1ccccc1F	8	1	-0.1	-0.2	7	1	107	-2	-6	-5
O=[N+]([O-])c1ccccc1Sc1nccn1Cc1ccccc1	-2	-2	1.5	0.1	-2	1	98	-5	-2	6
Cc1n[nH]c(C)c1S(=O)(=O)N1CCN(S(=O)(=O)c2cccc(F)c2)CC1	-1	0	0.1	-0.1	4	2	100	-5	3	nt
C[C@@]12C(=O)N(c3cccc(F)c3)C(=O)N1[C@@H]1c3ccccc3OC[C@@H]1[C@H]2c1ccccc1	-1	-4	-0.3	0.1	11	15	90	-10	7	-3
CCn1ccnc1CC1COc2ccccc2O1 (centres undefined)	-1	-1	-1.7	-0.2	3	3	101	-4	15	13
C=C(C)Cn1c2ccc(NC(=O)CCOCC)cc2c(=O)n1C	4	0	-0.4	-0.2	-2	2	99	-4	17	0
Cc1ccccc1C(=O)Nc1cccc(C(=O)N/N=C/c2cc(Cl)cc([N+](=O)[O-])c2O)c1	4	3	-3.8	-0.2	-1	34	91	-5	27	2
COc1ccc(NC(=O)Cc2ccsc2)cc1S(=O)(=O)N1CCOCC1	6	3	-0.6	0.1	-2	5	103	-17	3	20
CC1(C)CCC[C@]2(C)[C@H]3Cc4cc(O)ccc4O[C@]3(C)CC[C@@H]12	14	2	0.9	-0.4	10	-11	103	-5	6	2
CCc1nc2c(OCc3cccc(OC)c3)cccn2c1N(C)C(=O)c1ccccc1F	-10	0	0.1	0.4	3	2	95	-5	3	nt
COc1ccccc1NC(=O)CSC1=NC(=O)C(Cc2ccccc2)C(=O)N1 (centres undefined)	4	1	-2.1	0.0	-1	2	86	-7	3	-18
CCOC(=O)c1c(C)nc2ccccc2c1C	-2	0	-0.8	-0.1	1	1	96	-5	-2	nt
Nc1ncnc2c1ncn2[C@@H]1O[C@H](C(=O)N2CCC[C@@H]2C(=O)OCc2ccccc2)[C@@H](O)[C@H]1O	nt	0	nt	0.1	15*	4	94	-6	nt	-3
Cc1ccccc1/C=N/n1c(C2CCCCC2)n[nH]c1=S	4	1	1.4	0.0	2	-4	100	-21	6	-4

Continued; it opens with the 5 that closed the last part.
SMILES	PDI inh	Glyco luc inh	MC4R ag barr	aDG glyco up	HTR2A ag	H9c2 protect	ABCB6 inh MLPCN	CaV13 FRET inh	MC4R antag cAMP	Vif imaging
CCc1nc2c(OCc3cccc(OC)c3)cccn2c1N(C)C(=O)c1ccccc1F	-10	0	0.1	0.4	3	2	95	-5	3	nt
COc1ccccc1NC(=O)CSC1=NC(=O)C(Cc2ccccc2)C(=O)N1 (centres undefined)	4	1	-2.1	0.0	-1	2	86	-7	3	-18
CCOC(=O)c1c(C)nc2ccccc2c1C	-2	0	-0.8	-0.1	1	1	96	-5	-2	nt
Nc1ncnc2c1ncn2[C@@H]1O[C@H](C(=O)N2CCC[C@@H]2C(=O)OCc2ccccc2)[C@@H](O)[C@H]1O	nt	0	nt	0.1	15*	4	94	-6	nt	-3
Cc1ccccc1/C=N/n1c(C2CCCCC2)n[nH]c1=S	4	1	1.4	0.0	2	-4	100	-21	6	-4
Cc1ccc(S(=O)(=O)Oc2ccccc2/C=N/O)cc1	1	0	-3.5	-0.2	3	1	92	-19	-1	10
O=[N+]([O-])c1ccc(-c2cnc(NO)nc2)cc1	-1	1	-1.2	0.1	-2	15	98	-18	-6	-4
CCN(CC)S(=O)(=O)c1ccc(-n2cnc3cc(C)c(C)cc32)nc1	6	-3	0.8	0.3	3	1	99	-5	4	2
COc1ccc2oc(C(=O)CCC(=O)O)c(N)c2c1	nt	1	1.4	-0.1	-3	-10	98	-3	17	8
Cn1c(-c2ccc3nc(N)sc3c2)nc2cc(N)ccc21	-5	2	-1.4	-0.1	-3	6	99	-4	-7	22
Cc1ccc(S(=O)(=O)N2CCN(S(=O)(=O)c3ccc4c(c3)OCCO4)CC2)cc1	16	0	2.1	0.0	0	7	111	-5	-2	5
O=[N+]([O-])c1ccc(O)c(P(=O)(c2ccccc2)c2ccccc2)c1	-19	0	-0.1	0.1	-5	1	100	-19	-1	-1
Cc1ccc(CN2CCNC(=O)C2CC(=O)O)o1 (centres undefined)	2	2	-0.4	2.0	21*	1	103	-7	-1	5
CC(C)N1CCC(=NNC(=O)c2ccc(Br)o2)CC1	6	-2	-0.5	-0.2	2	8	101	nt	4	nt
N#Cc1c(C(F)(F)F)cc(-c2cccs2)nc1SCc1cccnc1	-10	16	12*	0.4	17*	-12	95	-4	4	-9
COc1ccc(CNC(=O)CN(c2ccc(C)cc2)S(=O)(=O)c2c(C)nn(C)c2C)cc1	-3	3	-1.3	0.1	0	-1	91	-2	-2	1
CCCc1ccc(C(=O)CCC(=O)NNC(=O)c2ccncc2)cc1	-4	2	-0.9	-0.5	-8	-4	98	-3	15	9
CC1CC(C)CN(CCCNC(=O)C2CCCN(S(=O)(=O)N3CC(C)CC(C)C3)C2)C1 (centres undefined)	11	2	1.8	-0.2	0	8	88	-5	-6	-13
Cc1ccc(-c2cccc(CN3CCN(C(C)C)C(CCO)C3)c2)o1 (centres undefined)	-13	-2	-0.7	0.2	2	7	103	-14	1	2
O=C(COC(=O)COc1ccccc1)Nc1ncc([N+](=O)[O-])s1	-11	1	-4.7	0.1	-5	3	96	-4	-1	-2
Cc1c(NS(=O)(=O)c2ccc(Cl)c(C(=O)OC(C)C(=O)NCc3ccco3)c2)c(=O)n(-c2ccccc2)n1C (centres undefined)	0	2	0.1	0.8	4	-3	95	-4	-4	-3
